# Assay outcomes from PubChem BioAssay.
# BRCA1 expr up: increases BRCA1 expression; MCF7-BRCA1-FFLuc reporter, luminescence, 48 h; response scale: scaled: vehicle 0%, 10 µM genistein 100%; Potency, µM (titrated, usually from 46.1 µM), without a hit: top-dose activation, hits mostly activators; 1.1% of 380,000 active; AID 624202; active = well fitted activation curve with a large enough effect; inconclusive = small, poorly fitted or top-dose-only effect; inactive = no such curve, though single readings can be large or run the other way; also: nearly all actives have a fitted effect of over 80% in size; some results filed as inactive show a strong effect at the top dose
#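 Luminescence from a BRCA1-driven firefly luciferase in MCF7 cells was read after 48 h compound exposure at 37 C. Data normalized against DMSO and a 10microM genistein activation control, then curve-fitted across the titration.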
# Numbers without * were called inactive; ? = inconclusive; & = joins results of further samples. Potency is read from the fitted curve at half-maximal effect. The list is partial; count on the stated rates, not on these rows.
SMILES,BRCA1 expr up
CC(C)Cc1nnc(NC(=O)c2ccc(-n3cncn3)c([N+](=O)[O-])c2)s1,0%
O=S1(=O)C[C@@H](N2CCN(c3ccccc3)CC2)[C@H](COCc2ccccc2)N1,3%
CN(C)c1ccc(N=Cc2ccnc3ccccc23)cc1,0%
CCc1ccc(OC2(C)CCN(Cc3ccccc3OC(F)F)C2)cc1 (stereo not drawn),-8%
COc1cc(OC)c(OC)cc1/C=C/c1ccc2ccccc2n1,-16%
Cc1onc(-c2c(F)cccc2Cl)c1C(=O)OCC(=O)N(C)c1ccccc1,-10%
COc1ccc(C(=O)OCC(=O)NC2CC2)cc1,7%
O=C(O)C(=Cc1ccc([N+](=O)[O-])cc1)CCc1ccccc1,4%
COc1ccc(CNc2ncnc3nc[nH]c23)cc1OC,6%&6%
CC(=O)Nc1cccc(-c2ccnc3c2CC(C)(C(=O)NCc2ccncc2)O3)c1 (stereo not drawn),-30%
CC(=O)N(C)[C@H]1C[C@@H](c2ccccc2)N(C(C)=O)C[C@H]1CO,21%
Cc1c(C(=O)NCc2cccc([N+](=O)[O-])c2)sc(=O)n1Cc1ccc(F)cc1,3%
CSc1nc(N)n2nccc2n1,4%
CC1=C(C(=O)N2CCOCC2)CC(CC(=O)NCc2cccc3ccccc23)C(=O)N1Cc1ccc(F)cc1 (stereo not drawn),5%
COC(=O)c1ccc(CC2(C)C(=O)Nc3ccc(OC(F)(F)F)cc32)o1 (stereo not drawn),5%
COCCCN1C(=O)C(CC(=O)NCC2CCCCC2)CC(C(=O)N(C)C)=C1C (stereo not drawn),0%
Cc1c(C(=O)NCc2ccc3c(c2)OCO3)sc(=O)n1Cc1ccc(S(C)(=O)=O)cc1,6%
CCOC(=O)[C@]12CCCC=C1N(Cc1cccc3ccccc13)C(=O)[C@H](CC(=O)NCCCCc1ccccc1)C2,-7%
CCc1nc2c(OCc3ccc(F)c(F)c3)cccn2c1N(C)C(=O)C(C)C,-4%
CN(Cc1ccccc1)C(=O)[C@@H]1CCCN1,9%
Cc1cc(C)cc(C(O)c2ncc(-c3ccc(C(F)(F)F)cc3)[nH]2)c1 (stereo not drawn),8%
CCOC(=O)N(C)c1c(CC)nc2c(OCc3ccc(F)cc3)cccn12,-7%
CC1(C(=O)NS(=O)(=O)c2cccc(F)c2)CCN1C(=O)c1cccc2ccccc12 (stereo not drawn),-2%
COc1ccc(-c2csc(C(C)(O)c3ccccc3)n2)cn1 (stereo not drawn),-5%
CCOC(=O)N(C)c1c(CC)nc2c(OCc3ccccc3C(=O)OC)cccn12,3%

# The results go on:
SMILES,BRCA1 expr up
Cc1cc2nc(-c3cccc(Br)c3)c(CC3CCCCC3)n2c(C)c1Br,-40%
CC(C)NC(=O)C1(C)CCN1C(=O)c1ccc(F)c(Cl)c1 (stereo not drawn),0%
Cc1ccc2c(CN3CCN(c4ccccc4F)CC3)cc(=O)oc2c1,4%
O=C(NCc1ccco1)c1ccc2sc([C@H]3C[C@H](O)[C@@H](CO)O3)nc2c1,17%
COc1cccc(C(NC(C)=O)c2nc(-c3ccccc3OC)cs2)c1 (stereo not drawn),1%
COc1ccccc1-c1cc2nc(NCCc3ccc(S(N)(=O)=O)cc3)ccn2n1,-3%
Cc1c(C(=O)NCc2cccc(C(F)(F)F)c2)sc(=O)n1Cc1cccc(F)c1,-12%
CC1(C(=O)N2Cc3ccccc3C2)CCN1C(=O)C1(c2ccccc2)CC1 (stereo not drawn),-18%
O=C(Nc1ccccc1Cl)c1cc(C2CCCCN2C(=O)OCCF)on1 (stereo not drawn),8%
CCCNC(=O)C1(C)CCN(Cc2ccc(OCc3ccccc3)cc2)C1 (stereo not drawn),25%
COc1ccc([C@H]2CC(=O)C[C@@H](CCn3cc(C)nn3)O2)cc1,23%
CC1=C(C(=O)N(C)C)CC(CC(=O)NCCc2ccccn2)C(=O)N1CCCN1CCCC1=O (stereo not drawn),-10%
O=C(O)c1ccc(CN2C[C@@H](CO)O[C@@H](n3cnc4c(N5CCOCC5)ncnc43)C2)cc1,32%
CC(=O)NC(C)(c1ccccc1)c1nc(/C=C/c2ccccc2)cs1 (stereo not drawn),0%
COc1cc(OC)nc(C(NC(=O)C2CCN(Cc3ccc(Oc4ccccc4)cc3)CC2)c2ccc(F)cc2)n1 (stereo not drawn),-1%
Cc1nn(-c2ccccc2)c(C)c1C(=O)OCC(=O)Nc1ccc(C(N)=O)cc1,-12%
Cc1cccnc1C1=NOC(Cc2ccccc2)C(=O)N1Cc1ccccc1F (stereo not drawn),7%
O=C(NCCCN1CCOCC1)/C(=C/c1ccc(-c2cccc([N+](=O)[O-])c2)o1)NC(=O)c1ccccc1,-14%
CC(=O)Nc1cnc(-c2ccc(O)cc2C)cn1,-3%
CCN(C)C1CN(Cc2cn(Cc3cc(C)cc(C)c3)nn2)S(=O)(=O)C1 (stereo not drawn),12%
Cc1nnc(SCCn2c(N3CCC(C)CC3)nc3c2c(=O)n(C)c(=O)n3C)s1,-5%
CCOC(=O)C1(C)CCCCCN1C(=O)c1snnc1C (stereo not drawn),-6%
CCOC(=O)N1CCN(C(=O)C[C@@H]2C[C@@]3(C(=O)OCC)CCC=C3N(Cc3ccco3)C2=O)CC1,11%
C[C@H]1CCCCO[C@H](CN(C)Cc2ccc(C(=O)O)cc2)[C@@H](C)CN([C@@H](C)CO)C(=O)c2cc(NS(=O)(=O)c3cn(C)cn3)ccc2O1,-19%
CN(CC(=O)Nc1cccc(Cl)c1)S(=O)(=O)/C=C/c1ccccc1,-20%

# Other results:
SMILES,BRCA1 expr up
O=C(NCCc1nc2ccccc2n1CCOc1ccc2ccccc2c1)C1CCCCC1,-15%
CCOC(=O)[C@]12CCC=C1N(Cc1ccc(Cl)cc1Cl)C(=O)[C@H](CC(=O)N1CCC(c3ccccc3)CC1)C2,0%
CCOC(=O)C1=CCC(c2ccc(Cl)cc2)N(S(=O)(=O)c2ccc(C)cc2)C1 (stereo not drawn),-4%
O=C1OC(c2ccccc2)(N(Nc2ccccc2)c2ccccc2)c2ccccc21 (stereo not drawn),-12%
Cc1ccc(-c2nc3c4ccccc4ccn3c2Cc2ccsc2)cc1,0%
CN(C)c1ccc(/C=C/c2ccnc3cc(Cl)ccc23)cc1,-49%
CNc1cc(C(=O)Nc2cccc(OCc3ccccc3)c2)ncn1,78%
Cc1ccn2c(C(C)O)nnc2c1 (stereo not drawn),15%
CC(O)(c1ccc(F)c(F)c1)c1nc(-c2cccc(C#N)c2)cs1 (stereo not drawn),-22%
Cc1ccc([C@H]2N[C@]3(CCCN(Cc4ccccc4)C3=O)[C@H]3C(=O)N(Cc4ccccc4)C(=O)[C@@H]23)cc1,-13%
CCOCCC(=O)Nc1ccc2c(c1)c(=O)n(C)n2-c1ccccc1F,-6%
O=c1cc(CN2CCOCC2)c2ccccc2o1,3%
O=C(NCC1CC1)c1ccc(-n2ccnc2)c2ccoc12,-1%
COc1ccccc1CN1C(=O)C(C)ON=C1c1ccccc1F (stereo not drawn),18%
OC[C@@H]1CN(CCN2CCOCC2)C[C@H](n2cnc3c(Nc4ccccc4)ncnc32)O1,-1%
COc1cccc(C(NC(C)=O)c2nc(-c3cccc4cccnc34)cs2)c1 (stereo not drawn),11%
O=C(Cn1c(Cn2c(-c3cnccn3)nc3ccccc32)nc2ccccc21)c1ccc(OC(F)(F)F)cc1,6%
C[C@@H]1CNC(=O)c2c(C(=O)Nc3cccc(Cl)c3)ncn21,-47%
N#Cc1c(N)[nH]c(C(=O)c2ccccc2)c1-c1ccc(Cl)cc1,5%
O=c1[nH]c2cc3ccccc3cc2nc1-c1nnnn1C1CCCC1,-5%
O=C(Nc1nnc([C@@H]2C[C@H](O)[C@@H](CO)O2)s1)Nc1ccccc1Oc1ccccc1,21%
CCOc1ccc(NC(=O)CSc2nc3ccsc3c(=O)n2Cc2ccc(C(=O)O)cc2)cc1,6%
c1ccc(OCCNc2ccn3nc(-c4ccc(OCCN5CCOCC5)cc4)cc3n2)cc1,-37%
O=C(CSc1nnc2ccccn12)Nc1ccccc1[N+](=O)[O-],-4%
N#CC1=C(Nc2ccccc2Cl)SC(c2ccncc2)NC1=O (stereo not drawn),5%

# More structures:
SMILES,BRCA1 expr up
C[C@@H]1CN([C@H](C)CO)C(=O)c2cc(-c3ccc(C#N)cc3)cnc2O[C@H]1CN(C)C(=O)c1ccccc1,4%
CCCN(C)C[C@H]1Oc2ncc(Br)cc2C(=O)N([C@@H](C)CO)C[C@@H]1C,0%
Cc1cc(Br)cn2c(Cc3ccsc3)c(C3CCCCC3)nc12,0%
c1ccc(CN2CC[C@@H](Nc3nccn4ccnc34)C2)cc1,0%
COc1ccc(NC(=O)C2Cc3c(-c4cccc(F)c4)ccnc3O2)cn1 (stereo not drawn),0%
OCC[C@@H]1C[C@H](O)[C@@H](O)[C@@]2(OCCCc3cc(C(F)(F)F)ccc32)O1,10%
Cc1ccc(C(O)c2ncc(-c3ccc(Cl)cc3)[nH]2)cc1F (stereo not drawn),21%
COC(=O)c1cccc(-n2c(C)cc(/C=C3\SC(=O)NC3=O)c2C)c1,10µM*
Cn1nnc2cc(NC(=O)Nc3ccccc3F)ccc21,?
CCOC(=O)c1ccc(NC(=O)c2ncn3c2C(=O)N[C@H](C)C3)cc1,2%
COC(=O)c1cccc(CN2C(=O)C(C)Oc3ccc(C)cc32)c1 (stereo not drawn),4%
O=C(Nc1ccc([N+](=O)[O-])cc1Cl)c1cc(Cl)cc(Cl)c1O,-15%
COC(=O)C1CCN(C2CN(Cc3ccc([N+](=O)[O-])cc3)S(=O)(=O)C2)CC1 (stereo not drawn),2%
CC1(C)OC(=O)C2(Cc3ccc(Cl)cc3N3CCCCC32)C(=O)O1 (stereo not drawn),-3%
CSCCC(NC(=O)OCc1ccccc1)NC(=O)OCc1ccccc1,13%
CC(C)C[C@H]1CN(CCCC[C@@H]2CNC(=O)C(=O)N2CC2CCCCC2)C(=O)C(=O)N1CC1CCCCC1,-1%
COc1ccc(NC(=O)c2ccncc2)cc1S(=O)(=O)N1CCCCC1,-26%
Cc1ccc(S(=O)(=O)NC(=O)C2(C)CCN2C(=O)Cc2cc(F)ccc2F)nc1 (stereo not drawn),17%
CCOC(=O)c1c(C)[nH]c(C(=O)OC(C)C(=O)Nc2ccc(C)cc2)c1C (stereo not drawn),-3%
COc1cc(OC)c(OC)cc1/C=C/c1ccc2ccccc2[n+]1C,-20%
Nc1ncnc2c1ncn2[C@@H]1O[C@H](C(=O)N2CCCN(Cc3cccs3)CC2)[C@@H](O)[C@H]1O,2%
CC1(C(=O)NS(=O)(=O)c2ccc(F)cc2F)CCN1C(=O)c1ccccc1CCc1ccccc1 (stereo not drawn),2%
Cc1ccc(S(=O)(=O)N2CCCOC2CNC(=O)C(=O)NCCc2ccco2)cc1 (stereo not drawn),0%
CC(C)(C)c1ccc(C(=O)C[n+]2ccccc2Cl)cc1,7.9µM*
CC(=O)ON(C(C)=O)c1ccc(/C=C2\C=Cc3ccccc32)cc1,71%

# Reformatted as tab-separated lines: part of the list above
SMILES	BRCA1 expr up
OCC[C@@H]1C[C@H](O)[C@@H](O)[C@@]2(OCCCc3cc(C(F)(F)F)ccc32)O1	10%
Cc1ccc(C(O)c2ncc(-c3ccc(Cl)cc3)[nH]2)cc1F (stereo not drawn)	21%
COC(=O)c1cccc(-n2c(C)cc(/C=C3\SC(=O)NC3=O)c2C)c1	10µM*
Cn1nnc2cc(NC(=O)Nc3ccccc3F)ccc21	?
CCOC(=O)c1ccc(NC(=O)c2ncn3c2C(=O)N[C@H](C)C3)cc1	2%
COC(=O)c1cccc(CN2C(=O)C(C)Oc3ccc(C)cc32)c1 (stereo not drawn)	4%
O=C(Nc1ccc([N+](=O)[O-])cc1Cl)c1cc(Cl)cc(Cl)c1O	-15%
COC(=O)C1CCN(C2CN(Cc3ccc([N+](=O)[O-])cc3)S(=O)(=O)C2)CC1 (stereo not drawn)	2%
CC1(C)OC(=O)C2(Cc3ccc(Cl)cc3N3CCCCC32)C(=O)O1 (stereo not drawn)	-3%
CSCCC(NC(=O)OCc1ccccc1)NC(=O)OCc1ccccc1	13%
CC(C)C[C@H]1CN(CCCC[C@@H]2CNC(=O)C(=O)N2CC2CCCCC2)C(=O)C(=O)N1CC1CCCCC1	-1%
COc1ccc(NC(=O)c2ccncc2)cc1S(=O)(=O)N1CCCCC1	-26%
Cc1ccc(S(=O)(=O)NC(=O)C2(C)CCN2C(=O)Cc2cc(F)ccc2F)nc1 (stereo not drawn)	17%
CCOC(=O)c1c(C)[nH]c(C(=O)OC(C)C(=O)Nc2ccc(C)cc2)c1C (stereo not drawn)	-3%
COc1cc(OC)c(OC)cc1/C=C/c1ccc2ccccc2[n+]1C	-20%
Nc1ncnc2c1ncn2[C@@H]1O[C@H](C(=O)N2CCCN(Cc3cccs3)CC2)[C@@H](O)[C@H]1O	2%
CC1(C(=O)NS(=O)(=O)c2ccc(F)cc2F)CCN1C(=O)c1ccccc1CCc1ccccc1 (stereo not drawn)	2%
Cc1ccc(S(=O)(=O)N2CCCOC2CNC(=O)C(=O)NCCc2ccco2)cc1 (stereo not drawn)	0%

# Next part.
SMILES,BRCA1 expr up
c1nc(NCc2ccc3c(c2)OCO3)c2[nH]cnc2n1,22%&37%
COc1ccc(NC(=O)C[C@H]2C(=O)N(c3ccc(Br)cc3)C[C@@H]2c2ccc(OC)cc2)cc1,3%
CN(Cc1ccccc1)C(=O)[C@@H]1CCCN1C(=O)[C@@H]1CCCN1C(=O)OC(C)(C)C,26%
O=C(Nc1ccc2c(c1)CCO2)Nc1nnc([C@H]2C[C@H](O)[C@@H](CO)O2)s1,25%
CCOc1c2c(c(-c3ccc4c(c3)OCO4)c3cc(OC)c(OC)cc13)C(=O)OC2,-51%
COc1cc(Cn2c3ccc(NC(=O)NCCc4ccccc4)cc3c(=O)n2C)ccc1F,6%
CS(=O)(=O)Nc1cccc(NC(=O)c2cccc3c(-c4cccc(C(N)=O)c4)coc23)c1,15%
CC(=O)NC(c1cccc(F)c1)c1nc(-c2csc3ccccc23)cs1 (stereo not drawn),1%
CCCCC[C@@H]1CCCCC[C@H](O)C[C@H](O)[C@@H](O)/C=C/C(=O)O1,3%
CC1(C(=O)Nc2ccc(Cl)c(Cl)c2)CCN1C(=O)CC1CCCC1 (stereo not drawn),-12%
